# BRCT PPI red: qHTS Assay for Inhibitors of BRCT-Phosphoprotein Interaction (Red Fluorophore). AID 892, 2007. 0.03% of 75,000 active. Potency, µM (doses to about 76.9 µM), without a hit: at the top dose activity change, negative = inhibition, hits mostly inhibitors. BRCT-phosphopeptide binding, red fluorescence polarization; note: % is set by controls: 0 for no effect and ±100 for the full control effect
#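 Rhodamine-labelled pBACH1 10-mer (100 nM) bound to BRCT domain (100 nM) at pH 7.3; compounds incubated 12 min room temperature, polarization read. Free peptide defines full inhibition; unlabelled decapeptide titrated as control.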
# USP2a inhib: qHTS Assay for Inhibitors of Ubiquitin-specific Protease USP2a. Ubiquitin carboxyl-terminal hydrolase 2 (Homo sapiens), O75604. USP2a enzymatic assay, qHTS inhibition. Potency, µM (series often up to 38.3 µM), inactives show at the top dose activity change, negative = inhibition, actives largely listed as inhibitors. 0.1% of 60,000 active;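 note: potency is the fitted concentration of half-maximal effect; nearly all actives have a fitted effect of over 60% in size; plate controls were DMSO for no effect and NEM full inhibition control for full effect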
#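 Inhibition is measured in a cell-free coupled assay with 20 nM USP2 core, 20 nM Ub-PLA2 and 20 uM NBD C6-HPC, 2.5 h incubation. Activity normalized to NEM control.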
# BRCT inh green: qHTS Assay for Inhibitors of BRCT-Phosphoprotein Interaction (Green Fluorophore); Breast cancer type 1 susceptibility protein (Homo sapiens), P38398; BRCA1 BRCT-phosphopeptide binding, green fluorescence polarization; Potency, µM (top dose mostly 76.9 µM), for inactives: top-dose activity change, negative = inhibition, hits mostly inhibitors; 0.05% of 75,000 active; AID 875, 2007;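 note: potency is the fitted concentration of half-maximal effect; plate controls were peptide without protein for full effect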
#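 Fluorescence polarization: His-tagged BRCT (~35 kDa BRCA1 C-terminus, 250 nM) bound to 100 nM fluorescein-labeled phosphorylated 10-aa BACH1 peptide, pH 7.3 phosphate buffer with DTT and Tween 20. Compounds incubated 12 min at room temperature; inhibition read as lowered polarization.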
# HADH2 inh: qHTS Assay for Inhibitors of HADH2 (Hydroxyacyl-Coenzyme A Dehydrogenase, Type II); 3-hydroxyacyl-CoA dehydrogenase type-2 (Homo sapiens), Q99714; recombinant HADH2, NADH fluorescence, beta-hydroxybutyryl-CoA; Potency, µM (titrated, usually from 57.1 µM), for inactives: at the top dose activity change, negative = inhibition, usual class: inhibitors; 3.4% of 73,000 active; note: potency is the fitted concentration of half-maximal effect; % is set by controls: 0 for no effect and ±100 for the full control effect; nearly all actives have a fitted effect of over 60% in size; many of its hits are not listed in these tables
#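 NADH fluorescence (ex 360/em 450 nm) read every 30 s for 4 min; activity taken as last-minus-first time point difference. Enzyme 20 nM, NAD+ 1 mM, beta-hydroxybutyryl-CoA 90 uM, pH 9.0 Tris buffer.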
# HEK293 cAMP ctrl: qHTS Assay for Agonists of the Thyroid Stimulating Hormone Receptor: Activators of Intracellular cAMP Concentrations in Parental HEK 293; parental HEK293 CNG cAMP sensor, membrane potential fluorescence; Potency, µM (top dose mostly 57.1 µM), for the others: at the highest dose activation, usual class: activators; 2.5% of 73,000 active; AID 938, 2007; note: potency is the fitted concentration of half-maximal effect; % of control where 0% means no effect; nearly all actives have a fitted effect of over 55% in size
#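 Parental HEK 293 cells stably expressing a modified CNG channel (no TSHR) report cAMP rise as membrane depolarization. Membrane potential dye with 100 uM RO 20-1724 was loaded for 60 min at room temperature, then compound added for 30 min; fluorescence read at 590 nm.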
# Tau fil binding: qHTS Assay for Tau Filament Binding. recombinant tau filaments, thioflavin S fluorescence, 15 h; filaments grown with octadecylsulfate alongside compound. 2% of 71,000 active. AID 596, 2007. Microtubule-associated protein tau (Homo sapiens), P10636. Potency, µM (highest dose often 57.1 µM), for the others: top-dose activity change, negative = inhibition;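 note: potency is the fitted concentration of half-maximal effect; % is set by controls: 0 for no effect and ±100 for the full control effect; actives lower thioflavin S fluorescence by blocking filaments or displacing dye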
#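 Read-out: ThS fluorescence, 450 nm excitation/510 nm emission; lower signal marks blocked filament formation or displaced dye. Tau at 1 uM with 30 uM ODS, 10 uM ThS, 5 mM DTT, 100 mM NaCl, 10 mM HEPES pH 7.4; 15 h, 37 C.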
# Caspase-7 inhib: qHTS Assay for Allosteric/Competitive Inhibitors of Caspase-7; P55210; recombinant caspase-7, Ac-DEVD-AFC fluorescence rate; Potency, µM (series often up to 57.5 µM), for the others: at the top dose activity change, negative = inhibition, usual class: inhibitors; 0.02% of 75,000 active; active = well fitted inhibition curve with a large enough effect in the main read-out, with a control signal flat, not every such curve was filed as active; inconclusive = small, poorly fitted or top-dose-only effect, or a change in a side signal; note: potency is the fitted concentration of half-maximal effect; % of control where 0% means no effect
# Target sequence (P55210 24-198 limits assumed): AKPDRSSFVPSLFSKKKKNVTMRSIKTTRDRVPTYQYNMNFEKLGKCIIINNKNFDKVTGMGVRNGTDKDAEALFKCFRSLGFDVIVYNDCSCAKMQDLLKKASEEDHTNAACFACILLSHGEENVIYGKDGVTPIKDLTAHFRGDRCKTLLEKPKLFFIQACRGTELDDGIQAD
# Target sequence (P55210 207-303 limits assumed): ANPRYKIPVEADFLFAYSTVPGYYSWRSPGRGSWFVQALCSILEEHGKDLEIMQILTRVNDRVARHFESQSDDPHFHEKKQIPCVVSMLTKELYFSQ
# DNA Pol III inh: qHTS Assay for Inhibitors of DNA Polymerase III Holoenzyme System | Potency, µM (series often up to 57.1 µM), for the others: top-dose activity change, negative = inhibition | reconstituted DNA polymerase III holoenzyme replication, biochemical | AID 603, 2007 | 0.25% of 71,000 active; note: potency is the fitted concentration of half-maximal effect; % is set by controls: 0 for no effect and ±100 for the full control effect
#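 Reconstituted *E. coli* holoenzyme (0.35 nM Pol III, 1 nM beta, 154 nM SSB, 2 nM primase) was preincubated with compound for 15 min at RT. Synthesis on 1.4 nM ssM13Gori ran 35 min, then was stopped with PicoGreen/EDTA and read as dsDNA fluorescence.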
# Rhodamine fluor: qHTS Assay for Spectroscopic Profiling in Rhodamine Spectral Region; Rhodamine-region fluorescence, 547/598 nm, Tris buffer; stronger effect = higher value; 0.05% of 59,000 active; max dye-equivalent concentration, M; AID 594, 2007; in the data active = max dye-equivalent concentration above about 11 nM; inconclusive = between about 1.1 nM and that limit
#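 Intrinsic compound fluorescence, ex 547 / em 598 nm, CCD imager. Tris 100 mM pH 8.0; 15 min RT. Output = rhodamine dye-equivalent concentration at each compound concentration.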
# Casp1 inh: qHTS Assay for Allosteric/Competitive Inhibitors of Caspase-1; P29466; 0.03% of 75,000 active; Potency, µM (doses to about 57.5 µM), inactives show at the top dose activity change, negative = inhibition, hits mostly inhibitors; Caspase-1 enzyme, Ac-WEHD-AFC fluorogenic rate; AID 900, 2007;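 note: potency is the fitted concentration of half-maximal effect; plate controls were vehicle for no effect and no substrate for full effect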
# 15-hLO inh: qHTS Assay for Inhibitors of 15-hLO (15-human lipoxygenase); Polyunsaturated fatty acid lipoxygenase ALOX15 (Homo sapiens), P16050; purified 15hLO-1, xylenol orange hydroperoxide absorbance; Potency, µM (doses to about 57.1 µM), without a hit: top-dose activity change, negative = inhibition, usual class: inhibitors; 1.4% of 74,000 active; AID 887, 2007; note: potency is the fitted concentration of half-maximal effect; % is set by controls: 0 for no effect and ±100 for the full control effect; nearly all actives have a fitted effect of over 55% in size
# Target sequence (P16050 whole entry, looked up): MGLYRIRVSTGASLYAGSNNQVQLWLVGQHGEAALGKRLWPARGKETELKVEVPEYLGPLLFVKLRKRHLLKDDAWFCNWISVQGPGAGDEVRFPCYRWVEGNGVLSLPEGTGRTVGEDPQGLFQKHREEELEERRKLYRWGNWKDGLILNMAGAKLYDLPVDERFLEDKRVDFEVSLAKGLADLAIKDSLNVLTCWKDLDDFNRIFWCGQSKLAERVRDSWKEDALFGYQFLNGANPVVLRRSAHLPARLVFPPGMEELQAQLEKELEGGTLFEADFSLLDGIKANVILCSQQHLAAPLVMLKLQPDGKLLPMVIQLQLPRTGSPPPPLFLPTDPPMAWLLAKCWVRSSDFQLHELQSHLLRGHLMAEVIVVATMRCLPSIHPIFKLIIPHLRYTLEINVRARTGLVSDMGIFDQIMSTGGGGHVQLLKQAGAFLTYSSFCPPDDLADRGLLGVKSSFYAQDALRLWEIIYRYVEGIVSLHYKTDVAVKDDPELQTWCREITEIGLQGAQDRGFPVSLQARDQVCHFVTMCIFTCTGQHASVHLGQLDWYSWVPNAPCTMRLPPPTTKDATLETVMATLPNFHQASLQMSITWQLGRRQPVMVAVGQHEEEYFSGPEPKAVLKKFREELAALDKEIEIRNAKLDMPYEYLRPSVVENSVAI
#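 Inhibition is scored from a chromogenic endpoint. After 15 min enzyme-compound contact, arachidonic acid (50 uM final) reacts 6 min with 40 nM 15hLO-1 at room temperature, then Fe-XO reagent is added for 30 min and absorbance ratio recorded.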
# Starred values were filed as active, the others as inactive; i = inactive; ? = inconclusive; nt = no result given; [ ] = remark or other dose. Unless noted, calls come from the whole dose curve; as a rule, active = well fitted curve in the direction sought with a large enough effect; inconclusive = small, poorly fitted or top-dose-only effect, or another doubt; inactive = no such curve, though single readings can be large; an effect the other way counts as inactive or inconclusive. Some of the compounds tested; count on the stated rates, not on these rows.
SMILES,BRCT PPI red,USP2a inhib,BRCT inh green,HADH2 inh,HEK293 cAMP ctrl,Tau fil binding,Caspase-7 inhib,DNA Pol III inh,Rhodamine fluor,Casp1 inh,15-hLO inh
Cc1ccc(C(=O)CC2(O)C(=O)N(CN3CCOCC3)c3ccccc32)cc1 (stereo not drawn),1.5%,68%[activator],-3.2%,-11%,?,2%,0%,0%,i,-1%,-1%
Cc1nn(-c2ccccc2)c2sc(C(=O)N3CCCCC3)cc12,-1.9%,?,2.1%,-16%,24%,18%,-1%,-1%,i,-3%,1%
CN1CCN(c2nc3ccccc3nc2C(C#N)C(=O)OC2CCCCC2)CC1 (stereo not drawn),0.6%,28%,3.2%,-3%,-51%[inhibitor],0.63µM*,-3%,4%,i,-7%,-8%
O=C(CSc1nccc(=O)[nH]1)Nc1ccc(Br)c(Cl)c1,1.3%,-2%,4.1%,-2%,11%,3%,1%,-1%,i,0%,-7%
O=C(CN1CCN(S(=O)(=O)c2ccc(F)cc2)CC1)Nc1cccc(C(F)(F)F)c1,-2.5%,29%,-1.7%,10%,6%,7%,-1%,-14%,i,-2%,-9%
COc1ccccc1-c1ccc2ncnc(N(C)Cc3ccco3)c2c1,0.1%,209%[activator],8.7%,?,3.2µM*,-4%,-6%,19%,i,-6%,-21%
COc1ccccc1NC(=O)CN1CCN(CC(=O)Nc2cc(NC(C)=O)ccc2OC)CC1,1.9%,8%,1.5%,3%,6%[2.29 µM],14%,0%,3%,i,0%,5%
CCOc1ccccc1OCC(=O)Nc1nnc(COC)s1,0.7%,nt,-3.1%,-12%,-2%,-3%,4%,6%,i,1%,11%
CC(C)(C)c1ccc(O)c(CN(Cc2cc(C(C)(C)C)ccc2O)c2ccccc2)c1,0.7%[15.4 µM],nt,-3.4%[15.4 µM],-4%[11.4 µM],-4%[11.4 µM],-6%[11.4 µM],-3%[11.5 µM],-8%[11.4 µM],i,3%[11.5 µM],-2%[11.4 µM]
CCn1c2ccccc2c2nnc(NCCCO)nc21,-1.3%[15.4 µM],nt,-1.3%[15.4 µM],3%[11.4 µM],12%[11.4 µM],1%[11.4 µM],-2%[11.5 µM],-8%[11.4 µM],i,0%[11.5 µM],5%[11.4 µM]
COc1cccc(OC)c1NC(=O)C1CCCN1C(=O)NCc1ccccc1 (stereo not drawn),-0.7%,-12%,-3.3%,5%,-11%,4%,-2%,-10%,i,1%,-9%
Cc1ccc(-c2nc(CSCC(=O)N3CCCC3)c(C)o2)cc1,-2.1%,-7%,-1.3%,0%,15%,10%,-2%,-4%,i,1%,17%
CN(C)S(=O)(=O)c1cccc2nsnc12,2.0%,1%,-1.4%,-18%,11%,-3%,3%,5%,i,-1%,-2%
Cc1ccc(S(=O)(=O)Cn2nnnc2C(c2ccccc2)N2CCN(c3ncccn3)CC2)cc1 (stereo not drawn),-4.5%,35%[activator],-1.2%,14%,7%,-9%,-4%,2%,i,-3%,0%
O=C(Nc1ccc2c(c1)oc1ccccc12)c1ccncc1,0.4%,7%,-1.5%,?,1%,65%,0%,-5%,nt,0%,-10%
COc1ccc(OC)c(CCNC(=O)C2CCN(c3nnc(-n4cccc4)s3)CC2)c1,0.4%,nt,-2.7%,-3%,?,66%,-3%,6%,nt,-3%,-3%
CCc1ccc(NC(=O)Cn2c(=O)oc3cc(S(=O)(=O)N4CCOCC4)ccc32)cc1,1.3%,nt,-1.8%,5%,12%,20%,0%,-1%,nt,-2%,-3%
Cc1cc(C)nc(N2CCCC(C(=O)NCc3cccs3)C2)n1 (stereo not drawn),-1.0%,1%,0.6%,6%,8%,137%,0%,-8%,i,4%,1%
CCn1ncc(Cl)c1C(=O)NC(C)c1ccccc1 (stereo not drawn),0.2%,3%,-1.9%,2%,15%,0%,-1%,3%,i,2%,-15%
Cc1ccc(C(C)C)c(OCC(=O)Nc2ccccc2N2CCN(C)CC2)c1,0.3%,-6%,-0.5%,-1%,25%,2%,-3%,-5%,i,-7%,-25%
Cn1c(=O)c2c(nc(CN3CCc4ccccc4C3)n2Cc2ccc(Cl)cc2)n(C)c1=O,-0.7%,-3%,-1.1%,-14%,8%,0%,0%,-7%,i,0%,-4%
COC(=O)c1nn(-c2ccc(-c3ccccc3)cc2)cc1O,-1.2%,20%,-0.1%,?,-10%,99%,-2%,-5%,nt,-2%,?
Cc1ccc2cc(CCNC(=O)CC(C)(C)C)c(=O)[nH]c2c1C,0.7%,nt,-4.2%,-20%,?,19%,0%,-6%,nt,-3%,11%
O=C(Nc1cccc2ccccc12)c1ccccc1,-0.1%[15.4 µM],nt,0.1%[15.4 µM],-7%[11.4 µM],12%[11.4 µM],-10%[11.4 µM],0%[11.5 µM],1%[11.4 µM],i,2%[11.5 µM],-5%[11.4 µM]
CC12CCC(C(=O)N(c3ccccn3)c3ccccn3)(OC1=O)C2(C)C (stereo not drawn),1.3%,3%,-1.0%,1%,1%,-6%,-3%,-5%,i,3%,9%
COc1ccc(N2C(=O)NC3CC2(C)Oc2ccc(Cl)cc23)cc1OC (stereo not drawn),-1.1%,1%,-3.0%,6%,-3%,-8%,-1%,-4%,i,2%,6%
CCOC(=O)c1c(N)sc2c1CCCC2,0.7%,6%,-0.1%,13µM*,0%,10%,-2%,-8%,i,0%,?
CCOc1ccccc1N(CC(=O)NC(C)(C)C)C(=O)Cn1nnc(-c2ccc(C)o2)n1,0.2%,6%,-0.9%,9%,21%,-4%,2%,0%,i,-2%,3%
Cc1cc(C(=O)CSc2nnc(-c3ccc(OC(F)F)cc3)o2)c(C)n1Cc1cccs1,1.1%,-8%,-0.1%,22%,3%,-1%,-10%,-1%,i,-3%,-11%
CCC(C)c1ccc(O)c(N)c1 (stereo not drawn),-0.1%,36%[activator],-3.0%,3.2µM*,-3%,?,0%,-2%,i,0%,13µM*
CC(Oc1ccccc1)C(=O)Nc1ccc(C(N)=O)cc1 (stereo not drawn),0.9%,6%,-1.8%,4%,11%,8%,1%,0%,i,1%,1%
O=C(NC(O)C(=O)c1ccccc1)c1cccs1 (stereo not drawn),-0.3%,nt,-2.4%,-9%,4%,-10%,1%,-3%,nt,1%,10%
O=C(CN1CCOCC1)N1CCCc2c1c(=O)oc1ccc(OCc3ccccc3)cc21,-0.7%,24%,1.8%,?,2%,13%,2%,0%,i,-2%,-3%
Cc1cc2nc(-c3ccc(NC(=O)c4cccnc4)cc3)oc2cc1C,1.4%,23%,0.8%,18%,-1%,40%,0%[0.00368 µM],-2%,i,0%,-4%
O=C(Nc1cnc2sc3c(n2c1=O)CCCC3)c1ccc(F)cc1,0.8%,7%,-2.3%,?,23%,73%,2%,-8%,i,4%,2%
Cc1cc(C(F)(F)F)n2ncc(C(=O)O)c2n1,1.3%,nt,0.0%,7%,-2%,-1%,0%,-6%,nt,-9%,3%
CC1=C(C(=O)OC(C)C)C(c2ccc(Br)s2)NC(=O)N1C (stereo not drawn),-1.4%,-1%,4.3%,-2%,29%,-16%,-5%,-1%,nt,-5%,-13%
C=CCOc1cccc(C2/C(=C(\O)c3ccc(F)cc3)C(=O)C(=O)N2CCN(C)C)c1 (stereo not drawn),0.7%,6%,-0.7%,-3%,2%,-7%,0%,1%,i,-1%,-1%
COCCCn1c(SCC(=O)NCc2ccco2)nc2sc3c(c2c1=O)CCC3,-1.8%,5%,-0.8%,5%,20%,0%,-2%,-2%,i,0%,-11%
